Screens from PubChem.
Eya2 phos inh = blocks the phosphatase activity of human Eya2; O00167; recombinant Eya2, OMFP fluorescence dephosphorylation (OMFP is methylfluorescein phosphate); Potency, µM (series often up to 76.9 µM), for the others: at the highest dose activity, negative = inhibition, most hits filed as inhibitors; hit rate 0.006% among 330,000; AID 488837; further: potency means the concentration at half of the fitted maximal effect; on the % scale 0 is the no-effect control and ±100 the full control effect
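Eya2 protein (added as 0.2 uM solution) was preincubated with compound for 10 min at ambient temperature in 50 mM HEPES pH 7.5, 50 mM NaCl, 5 uM MgCl2, 0.05% BSA, 1 mM DTT. OMFP (added at 50 uM) then reacted 10 min; fluorescence read at 485/525 nm.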
Mito fusion act = mitochondrial division inhibition or fusion activation; hit rate 0.23% among 320,000; Potency, µM (series often up to 46.1 µM), for inactives: at the highest dose growth rescue (activation), hits mostly activators; S. cerevisiae fusion-defective mutant growth rescue, CellTiterGlo 48 h;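 further: potency means the concentration at half of the fitted maximal effect; % of control where 0% means no effect; nearly all actives have a fitted effect of over 45% in size; temperature-sensitive fusion mutants such as fzo1-1 at 37 °C on non-fermentable ethanol glycerol medium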
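Yeast fusion mutant, YPEG (non-fermentable carbon), compound, 48 h at 37C non-permissive; CellTiterGlo added, 10 min RT, luminescence read. Rescued growth = division inhibition.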
hERG WT inh = KCNH2 (human, wildtype) channel inhibition. Q12809. hit rate 0.37% among 340,000. activity change, % at 1.84 µM. AID 720551. U2OS, BacMam KCNH2, thallium flux FluxOr; hits give low values;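 active means maximum activity change below -70%; inconclusive means maximum activity change between -70% and -50%; inactive means maximum activity change above -50%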; further: on the % scale 0 is the no-effect control and ±100 the full control effect
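U2OS cells transduced with wild-type KCNH2 virus are loaded with FluxOr dye for 45 min, and thallium flux is measured in kinetic reads before and after stimulation buffer. Rate constants are normalized to DMSO controls.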
Chronic BCR inh = chronic active BCR signaling inhibition; ABC-DLBCL IkBa-CBG/CBR reporter, luminescence ratio, 4 h; Potency, µM (series often up to 46.1 µM), for the others: at the top dose ratio change, negative = lower green/red ratio, most hits filed as inhibitors; hit rate 0.05% among 340,000; AID 493014; active means well fitted inhibition curve with a large enough effect in the signal ratio, with a control signal flat, not every such curve was filed as active; inconclusive means small, poorly fitted or top-dose-only effect, or effect the other way, or a change in a side signal; the % refers to the signal ratio;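 further: potency means the concentration at half of the fitted maximal effect; plate controls were basal doxycycline-induced cells for no effect and cells given 10 µM MG132 for full effect; MG132 reads +100%, hits lower the ratio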
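TMD8 ABC-DLBCL cells carrying doxycycline-inducible green luciferase fused to IkappaBalpha plus unfused red luciferase were exposed to compounds (up to 46 uM) for 4 hrs at 37C. Activity came from the overlap-corrected green/red luminescence ratio.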
USP2a block = blocks human ubiquitin-specific protease USP2a | Potency, µM (top dose mostly 38.3 µM), inactives show at the top dose activity change, negative = inhibition, hits mostly inhibitors | O75604 | hit rate 0.01% among 330,000 | USP2 core, Ub-CHOP2 coupled fluorogenic reporter, 485/531;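 further: potency means the concentration at half of the fitted maximal effect; plate controls were DMSO wells for no effect and full inhibition by NEM control for full effect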
Target sequence (O75604 whole entry, looked up): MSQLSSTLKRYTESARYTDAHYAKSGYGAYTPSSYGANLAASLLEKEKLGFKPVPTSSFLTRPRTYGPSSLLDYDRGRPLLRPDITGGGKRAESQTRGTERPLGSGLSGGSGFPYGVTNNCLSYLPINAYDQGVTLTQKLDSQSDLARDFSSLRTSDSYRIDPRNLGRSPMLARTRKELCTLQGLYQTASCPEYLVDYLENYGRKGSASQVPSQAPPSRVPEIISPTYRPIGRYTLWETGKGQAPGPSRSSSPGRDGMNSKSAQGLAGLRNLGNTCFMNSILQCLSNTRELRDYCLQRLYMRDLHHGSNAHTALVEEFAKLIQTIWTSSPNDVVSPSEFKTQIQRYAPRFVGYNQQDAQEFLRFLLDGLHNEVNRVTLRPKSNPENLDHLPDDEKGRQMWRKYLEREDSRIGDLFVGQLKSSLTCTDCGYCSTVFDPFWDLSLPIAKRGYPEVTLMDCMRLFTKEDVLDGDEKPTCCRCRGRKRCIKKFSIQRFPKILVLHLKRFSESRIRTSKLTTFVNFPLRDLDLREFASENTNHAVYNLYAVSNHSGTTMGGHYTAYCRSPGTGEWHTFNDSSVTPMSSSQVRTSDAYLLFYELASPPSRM
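USP2 core (10nM final) preincubated 30min RT with compound in 20mM Tris-HCl pH 8.0, 2mM CaCl2, 2mM beta-mercaptoethanol, 0.05% CHAPS; 25nM Ub-CHOP2 plus 25nM reporter substrate added, fluorescence (Ex485/Em531) read after 60min.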
ASM inhibitor = human S-ASM enzyme inhibition; P17405; placental ASM, HMU-PC fluorogenic substrate, 60 min; Potency, µM (doses to about 57.5 µM), for inactives: at the highest dose activity change, negative = inhibition, most hits filed as inhibitors; hit rate 0.006% among 340,000; AID 504937; further: potency means the concentration at half of the fitted maximal effect
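Human placenta-derived ASM preincubated with compound 10 min at room temperature, then reacted with 9 uM (final) fluorogenic HMU-PC substrate for 60 min at 37 C. Stop solution raises pH to 10; fluorescence read at Ex 386/Em 447 nm.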
MBNL1-CUG inh = MBNL1-poly(CUG) RNA binding inhibition | Potency, µM (titrated, usually from 57.5 µM), for the others: at the top dose activity change, negative = inhibition, hits mostly inhibitors | Q9NR56 | hit rate 0.036% among 280,000 | TR-FRET MBNL1-His/biotin-(CUG)12 binding, 665/545 ratio; active means well fitted inhibition curve with a large enough effect in the signal ratio, with a control signal flat, not every such curve was filed as active; inconclusive means small, poorly fitted or top-dose-only effect, or effect the other way, or a change in a side signal; inactive means no such curve, though single readings can be large or run the other way; the % refers to the signal ratio; further: potency means the concentration at half of the fitted maximal effect; on the % scale 0 is the no-effect control and ±100 the full control effect
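Compound titration spanned 92 nM–58 uM against the MBNL1-His/biotin-(CUG)12 complex. After 60 min at room temperature with 5 nM streptavidin-XL665 and 0.055 ng/ul terbium anti-His, ratiometric 665/545 nm emission (Ex 340 nm) normalized to controls.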
GALK inh = inhibitors of human galactokinase. P51570. Purified GALK, Kinase-Glo residual ATP luminescence. Potency, µM (top dose mostly 57.5 µM), without a hit: top-dose activity change, negative = inhibition, most hits filed as inhibitors. hit rate 0.007% among 270,000. AID 1868; further: potency means the concentration at half of the fitted maximal effect; on the % scale 0 is the no-effect control and ±100 the full control effect
Target sequence (P51570 whole entry, looked up): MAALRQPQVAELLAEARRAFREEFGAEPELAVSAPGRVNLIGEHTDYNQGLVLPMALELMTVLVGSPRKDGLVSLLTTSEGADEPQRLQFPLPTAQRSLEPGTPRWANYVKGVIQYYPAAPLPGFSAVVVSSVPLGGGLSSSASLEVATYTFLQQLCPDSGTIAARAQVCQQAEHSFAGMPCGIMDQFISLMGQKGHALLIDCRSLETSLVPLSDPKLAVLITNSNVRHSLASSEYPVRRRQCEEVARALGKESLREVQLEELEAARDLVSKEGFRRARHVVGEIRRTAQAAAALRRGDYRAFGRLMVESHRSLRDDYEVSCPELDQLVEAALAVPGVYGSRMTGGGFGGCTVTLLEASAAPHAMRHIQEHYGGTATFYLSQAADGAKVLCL
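Kinase-Glo Plus luminescence measured ATP left after a 1 h room-temperature reaction. The reaction used 5 nM GALK, 100 uM galactose and 35 uM ATP at pH 8.0 (20 mM HEPES, 5 mM MgCl2, 60 mM NaCl, 1 mM DTT, 0.01% BSA).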
PKM2 activator = activators of human pyruvate kinase M2. Potency, µM (doses to about 57.5 µM), for the others: at the top dose activation, usual class: activators. hit rate 0.34% among 260,000. P14618. purified PKM2, Kinase-Glo ATP luminescence, activation; response scale: 0% is enzyme alone, no compound; further: potency means the concentration at half of the fitted maximal effect; on the % scale 0 is the no-effect control and ±100 the full control effect; nearly all actives have a fitted effect of over 55% in size
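Purified hPK-M2 (>95% pure) converted ADP (0.1 mM final) to ATP with 0.5 mM PEP in 50 mM imidazole pH7.2, KCl, MgCl2, Tween 20, BSA; 1 h at room temperature. ATP detected by Kinase-Glo luminescence.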
Menin MLL FP TR = menin-MLL binding inhibition, Texas Red mutant peptide. Menin + Texas Red MLL mutant peptide, fluorescence polarization. hit rate 0.23% among 270,000. Potency, µM (series often up to 61.6 µM), inactives show at the top dose FP activity change, negative = inhibition, hits mostly inhibitors. O00255; active means well fitted inhibition curve with a large enough effect in the polarisation, with a control signal flat, not every such curve was filed as active; inconclusive means small, poorly fitted or top-dose-only effect, or effect the other way, or a change in a side signal; inactive means no such curve, though single readings can be large or run the other way; the % refers to the polarisation; further: potency means the concentration at half of the fitted maximal effect; % of control where 0% means no effect; many of its hits are not listed in these tables
TSHR antag = antagonists of human thyroid stimulating hormone receptor; activity change, negative = inhibition, % at 11.5 µM; P16473; TSHR-expressing cells, TSH-stimulated cAMP HTRF, 2 h; hits give low values; hit rate 0.2% among 330,000;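 active means activity change below a set negative limit, meaning inhibition stronger than a set level, cut at about -70% in these data; inconclusive means activity change between two set negative limits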; further: on the % scale 0 is the no-effect control and ±100 the full control effect
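Cell-based HTRF cAMP assay; TSHR cells + compound, TSH EC80 (4nM final), 2 h, 37 deg C. Lysis with anti-cAMP cryptate and cAMP-d2, 30 min RT, read 665/620 nm.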
* = called active by the depositor; ? = inconclusive; · = not tested or not shown; & = joins results of further samples; [ ] = remark or other dose. Unless noted, the call rests on the fitted dose curve; in most records, active means well fitted curve in the direction sought with a large enough effect; inconclusive means small, poorly fitted or top-dose-only effect, or another doubt; inactive means no such curve, though single readings can be large; an effect the other way counts as inactive or inconclusive.

smiles,Eya2 phos inh,Mito fusion act,hERG WT inh,Chronic BCR inh,USP2a block,ASM inhibitor,MBNL1-CUG inh,GALK inh,PKM2 activator,Menin MLL FP TR,TSHR antag
Cc1ccc(C(=O)Nc2nnc(CC(=O)N/N=C/c3ccc(O)c(O)c3)s2)cc1,-6%,-13%,-11,-20%,?,6%,1%,2%,·,?,-5
CN1CCN(CCC(=O)Nc2ccccc2Cl)CC1,8%,-4%,1,13%,1%,0%,-2%,-1%,-3%,-6%,5
CC(=O)N(C(C)=O)S(=O)(=O)c1ccc(N=NN2CCCCC2)cc1,-5%,2%,2,3%,3%,-1%,·,2%,-11%,-16%,6
CCOc1ncccc1C(=O)Nc1nnc(C2CC2)s1,?,10%,8,?,-6%,3%,-2%,13%,-4%,-10%,-5
COc1ccc(NC(=O)CN(C)CC(=O)Nc2cccc(S(=O)(=O)N(C)c3ccccc3)c2)cc1,-1%,0%,-4,?,0%,-4%,-2%,-3%,7%,8%,9
COc1ccc(/C=N/NC(=O)CC(=O)NCCc2ccccc2)cc1OC,1%,0%,-8,-15%,2%,7%,5%,6%,-2%,16%,-5
Cc1occc1C(=O)Nc1sccc1C(N)=O,3%,4%,20,-2%,0%,3%,-2%,7%,4%,·,1
COc1ccc(C2CC(=O)Oc3c(C(C)C)ccc(C)c32)cc1 (configuration not stated),-7%,·,-2,4%,-3%,-13%,·,·,·,11%[94.6 µM],-3
COC(=O)c1cc2ccsc2n1Cc1ccccc1F,-3%,1%,-15,?,2%,-2%,1%,0%,2%,18%,16
Cn1c(CCCOc2ccc(Cl)cc2Cl)nnc1SCC(=O)Nc1nccs1,-4%,-2%,9,-10%,3%,-1%,-4%,2%,11%,8%,-10
COc1cc(CCC(=O)N2CCN(c3ccccc3)CC2)cc(OC)c1OC,6%,17%,1,6%,-1%,-4%,1%,-1%,-1%,-7%,-11
Cc1cc(CCN2CCC(=O)NC2=O)ccc1OC(C)C,-9%,-2%,-12,-1%,3%,1%,10%,1%,1%,11%,4
Cc1c(Br)c([N+](=O)[O-])nn1CC(=O)NCc1cccs1,9%,3%,-16,2%,4%,1%,?,-1%,3%,?,17
CN(C)c1ccc(C(=O)Nc2nnc(-c3ccc(Cl)cc3)o2)cc1,-20%,?,0,-13%,-1%,-3%,-8%,0%,-21%,22%,4
COc1cc(OC)cc(C(=O)Nc2ccc(-c3nc4ccccc4o3)c(O)c2)c1,-5%,4%,-41,-3%,-2%,21%,41%[activator],-2%,2%,?,-26
COc1cc(NC(=O)C2CCCN2S(=O)(=O)c2cccc3cccnc23)cc(OC)c1OC (configuration not stated),1%,-3%,-11,-6%,1%,4%,8%,1%,-2%,1%,3
CC(C)(C)C(=O)Nc1ccc(-c2cnco2)cc1,-1%,4%,-4,-13%,3%,2%,6%,7%,-5%,·,-4
Cc1ccc(C(=O)NCCNS(C)(=O)=O)cc1,?,6%,-7,1%,1%,3%,-15%,0%,-1%,-5%,11
Cc1cc(=S)nc(-c2ccccn2)[nH]1,-3%,5%,-2,?,1%,2%,-1%,-3%,1%,·,5
O=C(NCc1ccccc1)OCCN1CCN(Cc2ccccc2)CCC1=O,2%,-5%,·,1%,-1%,0%,?,·,1%,-25%&3%,15
CCOc1ncccc1C(=O)OCC(=O)c1cc(OC)ccc1OC,5%,-2%,-1,?,-7%,1%,5%,9%,-2%,-3%,-1
Fc1ccc(CSc2nc3ccccc3[nH]2)c2ccccc12,2%,24%,2,-23%,-10%,0%,-10%,2%,0%,-15%,-16
COc1cccc(NC2=CC(=O)CC(C)(C)C2)c1,-20%,2%,11,-6%,-1%,11%,8%,1%,-12%,18%,-9
Cc1ccc(C(=O)NN2C(=O)c3ccc(S(=O)(=O)c4ccc(C(=O)O)cc4)cc3C2=O)cc1,2%,2%,3,?,1%,-1%,0%,-3%,1%,0%,6
COc1cc(OC)cc(-c2c(-c3cccs3)c3cc(-c4ccc5c(c4)OCCO5)ccc3n2C)c1,14%,-8%,·,6%,1%,31%,·,·,·,·,30
Cc1cc(OCCn2ccnc2)cc(C)c1Cl,2%,-7%,-10,-1%,1%,5%,2%,8%,-20%[11.5 µM],-5%,-5
O=Cc1c(N2CCN(CCO)CC2)nc2ccccn2c1=O,6%,0%,2,2%,2%,35%[activator],?,-1%,-1%,9%,1
Cc1cc(C)c(C#N)c(SCC(=O)C(C)(C)C)n1,-2%,2%,-5,10%,0%,3%,-13%,·,-7%,2%,18
Cc1nnsc1C(=O)NNc1ccc(C(C)(C)C)cc1,6%,-1%,1,-19%,1%,-3%,·,-5%,18%,·,-20
Cc1ccc(NC(=O)CSCC(=O)Nc2sccc2C#N)cc1,-15%,-4%,-2,-5%,0%,·,·,·,·,·,-2
CCCOC(=O)C1[C@H]2C(=O)N(Cc3ccco3)C[C@]23C=C[C@H]1O3 (some centres not stated),3%,-2%,-18,2%,-1%,2%,0%,6%,-4%,11%,-1
COc1cc(C(=O)Nc2ccc(C(=O)c3cccs3)cc2)cc(OC)c1OC,-6%,5%,6,2%,3%,-10%,22%,-1%,1%,55%[activator],0
Cc1c(C)n(C(=O)CN2CCC(C)CC2)c2ccccc12,-9%,-1%,0,7%,-2%,0%,10%,0%,6%,-12%,-1
COCCSc1ccccc1C(=O)N1CCN(c2ccccc2OC)CC1,-10%,1%,14,-2%,9%,4%,-9%,9%,-3%,11%,39
COc1ccc(NC(=O)COC(=O)/C=C/c2cccs2)c(OC)c1,-9%,-3%,-7,0%,-1%,1%,·,·,·,·,-14
COc1cccc(NC(=O)CN2CCC(C)CC2)c1,-6%,0%,-2,15%,0%,1%,1%,2%,-5%,-11%,-2
O=C(Nc1cccc(S(=O)(=O)NC2=NCCC2)c1)c1cn(-c2ccccc2)nc1-c1ccc(F)cc1,-8%,·,6,?,-12%,-10%,·,·,·,·,·
COc1ccccc1/C=C1\SC(=S)N(CCC(=O)NNC(=O)c2ccccc2O)C1=O,10%,4%,-6,-8%,-2%,-3%,-5%,0%,2%,?,-7
COC(=O)Nc1nnc(/C=C/c2ccc(OC)cc2)s1,0%,2%,-6,-14%,3%,373%[activator],20%,·,-28%,-10%,-10
Cc1ccsc1C(=O)OCC(=O)NC1CCCCC1C (configuration not stated),13%,8%,-15,3%,1%,1%,·,·,·,·,-29
COc1ccccc1CN1CCN(Cc2nc(Cc3ccccc3)no2)CC1,-13%,-2%,11,-6%,1%,-2%,-7%,-1%,2%,-7%,3
Cc1oc(/N=C/c2ccc(Cl)cc2Cl)c(C#N)c1C,13%,0%,-2,0%,4%,2%,3%,8%,1%,6%,0
COC(=O)CSC1=C(C#N)C(c2cccc(F)c2)CC(=O)N1 (configuration not stated),-17%,2%,1,-9%,3%,6%,3%,-1%,-1%,-7%,-2
Cc1ccc(Nc2ncccc2C(=O)NCc2cccs2)c(C)c1,?,4%,-13,?,2%,-16%,-11%,-1%,0%,·,0
COc1ccc(CN2CCN(C(=O)c3ccc4c(c3)CCC4)CC2)cc1OC,8%,·,-2,-5%,2%,6%,·,·,·,·,·
COc1ccc(NC(=O)CN(C)S(=O)(=O)c2ccc(C)cc2)c([N+](=O)[O-])c1,2%,-5%,-122*,-2%,-3%,5%,2%,0%,0%,-11%,3

These rows are one share of the data; rates above refer to the full screens.
